Assay outcomes deposited in PubChem by Broad Institute.
NFkB SMM: NF-kappa-B p105 (human) binding | calls only | AID 624139 | 1.3% of 17,000 active | P19838 | Small molecule microarray, anti-His fluorescence binding;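 active = spot fluorescence over background significantly raised, with a chance value under 7% in all four replicate spots of the compound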;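 also: probe protein is his-tagged human p50 processed subunit at 1 µg/ml; raw spot fluorescence signals with no normalization applied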
Target sequence (P19838 1-433 limits assumed): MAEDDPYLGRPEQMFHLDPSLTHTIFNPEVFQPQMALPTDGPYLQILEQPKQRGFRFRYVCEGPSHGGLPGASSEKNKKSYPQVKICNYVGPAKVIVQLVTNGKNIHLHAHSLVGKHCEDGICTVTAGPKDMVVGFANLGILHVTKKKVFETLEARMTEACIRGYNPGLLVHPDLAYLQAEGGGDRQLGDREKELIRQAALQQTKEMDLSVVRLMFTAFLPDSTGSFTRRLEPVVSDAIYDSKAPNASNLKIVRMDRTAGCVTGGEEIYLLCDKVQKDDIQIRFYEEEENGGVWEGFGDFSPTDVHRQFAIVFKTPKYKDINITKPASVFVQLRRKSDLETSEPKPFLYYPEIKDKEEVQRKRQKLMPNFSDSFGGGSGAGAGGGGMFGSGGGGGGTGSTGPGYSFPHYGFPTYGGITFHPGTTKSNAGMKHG
Calls only; i = inactive. The list is partial. The share of hits here may be higher or lower than overall.

SMILES | NFkB SMM
Cc1noc(C)c1NC(=O)Nc1cccc2c1O[C@@H](CN(C)Cc1ccc(C(=O)O)cc1)[C@H](C)CN([C@H](C)CO)C2=O | i
C[C@H]1CN([C@@H](C)CO)C(=O)CCCn2cc(nn2)CO[C@H]1CN(C)S(=O)(=O)c1cn(C)cn1 | i
O=[N+]([O-])c1ccc(C(O)CC(O)CSc2nc(-c3ccccc3)c(-c3ccccc3)o2)cc1 (stereo not given) | i
C[C@@H]1CCCCO[C@H](CN(C)C(=O)Nc2ccccc2)[C@@H](C)CN([C@@H](C)CO)C(=O)c2cc(N(C)C)ccc2O1 | i
COc1ccc(/C=C/C(=O)c2c(OC)cc(OC)c(CC=C(C)C)c2OC)cc1 | i
Cc1c(O)cc2c(c1O)C(=O)CC(c1ccccc1)O2 (stereo not given) | i
COc1ccc(C2C3=C(CC(C)(C)CC3=O)Nc3ccccc3N2C(C)=O)cc1COc1ccc(F)cc1 (stereo not given) | i
COc1ccc(C2=NN(C(=O)CCC(=O)O)C(c3cccs3)C2)cc1 (stereo not given) | i
COc1ccc(CN(C)C[C@@H]2Oc3ccc(NC(=O)Cc4ccccc4)cc3CC(=O)N([C@H](C)CO)C[C@H]2C)cc1 | i
Cc1noc(C)c1NC(=O)N(C)C[C@@H]1Oc2ccc(NS(C)(=O)=O)cc2CC(=O)N([C@H](C)CO)C[C@@H]1C | i
CCN1CCN(S(=O)(=O)c2cc(OCC(N)=O)c(C)cc2Cl)CC1 | i
C[C@@H]1CN([C@@H](C)CO)C(=O)c2cc(NS(C)(=O)=O)ccc2O[C@@H](C)CCCCO[C@H]1CN(C)Cc1ccccc1 | i
CO[C@@]12[C@H](COC(N)=O)C3=C(C(=O)C(C)=C(N)C3=O)N1C[C@@H]1N[C@@H]12 | i
C[C@@H]1CN([C@H](C)CO)C(=O)Cc2cc(NC(=O)Cn3cnnn3)ccc2O[C@@H]1CN(C)C | i
Cc1nnc(SCC(=O)Nc2ccccc2C(C)C)s1 | i
CC1CCc2c(sc3nc(SC(C)C(=O)Nc4ccccc4)nc(N)c23)C1 (stereo not given) | i
C[C@H](CO)N1C[C@H](C)[C@H](CN(C)S(=O)(=O)c2cn(C)cn2)OCCCC[C@H](C)Oc2ccc(NC(=O)c3ccccc3)cc2C1=O | i
COc1cc2c(cc1O)CCC1C2CCC2(C)C(O)CCC12 (stereo not given) | i
CNC[C@@H]1Oc2c(NS(=O)(=O)c3ccc(OC)cc3)cccc2C(=O)N([C@H](C)CO)C[C@H]1C | i
CCNc1nc(SCCOc2ccccc2)nc(N(C)C)n1 | i
COc1ccc(S(=O)(=O)Nc2ccc3c(c2)C(=O)N([C@@H](C)CO)C[C@H](C)[C@@H](CN(C)S(=O)(=O)c2cccs2)O3)cc1 | i
Cc1cc2nc(-c3cccc(NC(=O)COc4ccccc4C)c3C)oc2cc1C | i
O=C(C1=C[C@@H](c2csc3ccccc23)C[C@@H](OCc2ccc(CO)cc2)O1)N1CCOCC1 | i
C[C@@H]1CCCCO[C@@H](CN(C)C(=O)CCCN(C)C)[C@@H](C)CN([C@H](C)CO)C(=O)c2cc(NC(=O)CCCN(C)C)ccc2O1 | i
C[C@H]1CN([C@@H](C)CO)C(=O)c2cc(NC(=O)Nc3ccc4c(c3)OCO4)ccc2O[C@H]1CN(C)C(=O)Nc1ccc(F)cc1 | i
(more compounds)
SMILES | NFkB SMM
Cc1ccc(-n2c(=O)c3c4c(sc3n3c(SCC(=O)c5ccc(F)cc5)nnc23)CCCC4)cc1 | i
Cc1noc(C)c1S(=O)(=O)Nc1ccc2c(c1)C(=O)N([C@@H](C)CO)C[C@@H](C)[C@H](CN(C)CC1CC1)O2 | i
Cc1ccc2nc(-c3ccc(NC(=O)CN4C(=O)c5ccccc5C4=O)cc3)sc2c1 | i
C[C@H](CO)N1C[C@H](C)[C@H](CN(C)C(=O)Cc2ccccc2)OCCCC[C@H](C)Oc2ccc(NC(=O)c3ccncc3)cc2C1=O | i
Cc1noc(C)c1S(=O)(=O)Nc1ccc2c(c1)CC(=O)N([C@H](C)CO)C[C@H](C)[C@H](CN(C)C(=O)NC(C)C)O2 | i
C[C@H](CO)N1C[C@H](C)[C@@H](CN(C)S(=O)(=O)c2cn(C)cn2)Oc2c(NS(C)(=O)=O)cccc2C1=O | i
C[C@H]1CN([C@@H](C)CO)C(=O)c2cc(N(C)C)ccc2O[C@@H]1CN(C)S(=O)(=O)c1ccccc1 | i
CC(=O)c1ccccc1OCC(O)CN1CCN(c2ccccn2)CC1 (stereo not given) | i
Cc1noc(C)c1NC(=O)N(C)C[C@H]1Oc2c(NS(=O)(=O)c3cn(C)cn3)cccc2C(=O)N([C@@H](C)CO)C[C@H]1C | i
C[C@@H]1CN([C@@H](C)CO)C(=O)c2cc(NS(C)(=O)=O)ccc2O[C@@H]1CN(C)C(=O)NC1CCCCC1 | i
C[C@@H]1CN([C@@H](C)CO)C(=O)c2cc(NC(=O)c3ccncc3)ccc2O[C@H]1CN(C)Cc1ccncc1 | i
Cc1ccc(S(=O)(=O)N(C)C[C@@H]2Oc3ccc(NC(=O)C4CC4)cc3CC(=O)N([C@@H](C)CO)C[C@@H]2C)cc1 | i
CNC[C@@H]1OCCCC[C@@H](C)Oc2ccc(NC(=O)Nc3cccc4ccccc34)cc2C(=O)N([C@H](C)CO)C[C@H]1C | i
C[C@H](CO)N1C[C@H](C)[C@H](CN(C)C(=O)Nc2ccccc2)Oc2ccc(NC(=O)CCC(F)(F)F)cc2CC1=O | i
N#Cc1ccccc1CSc1nnc(CN2CCOCC2)n1-c1ccccc1 | i
CC1(C)CC(=O)C2=C(C1)N(CC1CCCO1)C(=O)C2(NC(=O)c1ccccc1)C(F)(F)F (stereo not given) | i
CC1CCCN(CC(O)COCC2COc3ccccc3O2)C1 (stereo not given) | i
COc1cc(OC)c2c(=O)c(OC)c(-c3ccccc3)oc2c1 | i
CC1CCc2c(sc3nnn(CC(=O)Nc4cc(Cl)ccc4Cl)c(=O)c23)C1 (stereo not given) | i
O=C(COc1ccccc1Cl)Nc1ccc(C(=O)Nc2ccccc2C(=O)O)cc1 | i
COc1ccc(S(=O)(=O)N(C)C[C@H]2Oc3c(NC(=O)c4nc5ccccc5s4)cccc3C(=O)N([C@H](C)CO)C[C@H]2C)cc1 | i
C[C@H](CO)N1C[C@H](C)[C@@H](CN(C)Cc2ccccc2)OCc2cnnn2CCCC1=O | i
O=C(CSc1nc2ccccc2s1)Nc1ccc2c(c1)OCCO2 | i
Cc1noc(C)c1S(=O)(=O)Nc1cccc2c1O[C@H](CN(C)Cc1ccncc1)[C@H](C)CN([C@@H](C)CO)C2=O | i
Cc1noc(C)c1NC(=O)N(C)C[C@@H]1Oc2c(NC(=O)c3ccncc3)cccc2C(=O)N([C@H](C)CO)C[C@@H]1C | i

2 neighbouring entries from above, quoted:
SMILES | NFkB SMM
C[C@H](CO)N1C[C@H](C)[C@@H](CN(C)S(=O)(=O)c2cn(C)cn2)Oc2c(NS(C)(=O)=O)cccc2C1=O | i
C[C@H]1CN([C@@H](C)CO)C(=O)c2cc(N(C)C)ccc2O[C@@H]1CN(C)S(=O)(=O)c1ccccc1 | i

(list continues)
SMILES | NFkB SMM
C[C@@H]1CN([C@@H](C)CO)C(=O)c2cccc(NC(=O)C3CCOCC3)c2O[C@H]1CN(C)S(=O)(=O)c1cccs1 | i
COC(=O)c1c(NC(=O)CSc2ccccn2)sc2c1CCC2 | i
C[C@H]1CN([C@@H](C)CO)C(=O)c2cccc(NS(=O)(=O)c3ccc(Cl)cc3)c2O[C@@H]1CN(C)S(=O)(=O)c1cccs1 | i
COc1ccc(CCNC(=O)C2OCCc3ccccc32)cc1OC (stereo not given) | i
C[C@H]1CN([C@@H](C)CO)C(=O)Cc2cc(NC(=O)Cc3ccccc3)ccc2O[C@@H]1CN(C)S(=O)(=O)c1cccs1 | i
CC(C)NC(=O)Nc1cccc2c1O[C@@H](CN(C)Cc1ccc(Oc3ccccc3)cc1)[C@@H](C)CN([C@H](C)CO)C2=O | i
COC(=O)CNC(=O)c1cc2nc(-c3ccc(C)c(C)c3)cc(C(F)(F)F)n2n1 | i
C[C@@H]1CN([C@H](C)CO)C(=O)c2cc(NC(=O)Nc3ccc4c(c3)OCO4)ccc2O[C@@H](C)CCCCO[C@H]1CN(C)C(=O)c1ccccc1 | i
C[C@@H]1CN([C@@H](C)CO)C(=O)c2cccc(NS(=O)(=O)c3ccccc3)c2O[C@@H]1CN(C)S(=O)(=O)c1ccc(Cl)cc1 | i
C[C@H](CO)N1C[C@H](C)[C@H](CN(C)Cc2ccccc2)OCCCC[C@H](C)Oc2ccc(NC(=O)Nc3ccc4c(c3)OCO4)cc2C1=O | i
CC(=O)OC[C@@]12C(=O)C[C@@H](C)[C@]3(C[C@@H](c4ccoc4)OC3=O)[C@H]1CC[C@H](O)[C@]21CO1 | i
C=CCNC(=O)[C@H]1[C@@H]2C(=O)O[C@@H](c3ccccc3)[C@@H](c3ccccc3)N2[C@@H](c2ccccc2OCCO)[C@]12C(=O)Nc1ccccc12 | i
CNC[C@H]1OCCCC[C@H](C)Oc2ccc(NC(=O)c3ccncc3)cc2C(=O)N([C@H](C)CO)C[C@@H]1C | i
C[C@@H]1CN([C@@H](C)CO)C(=O)CCCn2cc(nn2)CO[C@H]1CN(C)C(=O)Nc1ccc(N2CCCCC2)cc1 | i
O=C(NCc1ccccc1)C1=C[C@H](C2CC2)C[C@H](OCc2ccc(CO)cc2)O1 | i
COc1ccc(CN(C)C[C@H]2OCCCC[C@@H](C)Oc3ccc(NC(=O)Nc4c(C)noc4C)cc3C(=O)N([C@H](C)CO)C[C@H]2C)cc1 | i
Cc1noc(C)c1NC(=O)N(C)C[C@H]1OCCCC[C@@H](C)Oc2ccc(NC(=O)CCC(F)(F)F)cc2C(=O)N([C@@H](C)CO)C[C@H]1C | i
C[C@H]1CN([C@@H](C)CO)C(=O)c2cccc(NC(=O)Nc3ccc(C(F)(F)F)cc3)c2O[C@H]1CN(C)C(=O)Nc1ccc2c(c1)OCO2 | i
C[C@@H]1CN([C@@H](C)CO)C(=O)Cc2cc(NC(=O)Cc3ccccc3)ccc2O[C@H]1CN(C)C(=O)NC1CCCCC1 | i
CCCCn1nnnc1NCc1cccnc1 | i
C[C@@H]1O[C@@H](Oc2c(-c3ccc(O)c(O)c3)oc3cc(O)cc(O)c3c2=O)[C@H](O)[C@H](O)[C@H]1O | i
C[C@H](CO)N1C[C@H](C)[C@@H](CN(C)Cc2ccc(Cl)c(Cl)c2)Oc2c(NS(=O)(=O)c3cn(C)cn3)cccc2C1=O | i
CNC[C@H]1OCCCC[C@@H](C)Oc2ccc(N)cc2C(=O)N([C@H](C)CO)C[C@@H]1C | i
CCOC(=O)C1=CC2(CC)CCCN3CCc4c(n1c1ccccc41)C32 (stereo not given) | i
COCCNC(=O)c1ccccc1NC(=O)c1cccc([N+](=O)[O-])c1C | i
The listing continues:
SMILES | NFkB SMM
CC(=O)Nc1ccc(NC(=O)CN(c2ccc(I)cc2)S(C)(=O)=O)cc1 | i
Cc1noc(C)c1S(=O)(=O)N(C)C[C@H]1Oc2ccc(NS(=O)(=O)c3cccs3)cc2C(=O)N([C@@H](C)CO)C[C@H]1C | i
C[C@H](CO)N1C[C@H](C)[C@@H](CN(C)Cc2ccc(Cl)c(Cl)c2)Oc2ccc(NC(=O)C3CC3)cc2CC1=O | i
COc1ccc(S(=O)(=O)N(C)C[C@@H]2Oc3c(NC(=O)C4CC4)cccc3C(=O)N([C@@H](C)CO)C[C@@H]2C)cc1 | i
CCOc1ccc2nc(NS(=O)(=O)c3ccc(C)c([N+](=O)[O-])c3)sc2c1 | i
C[C@@H]1CCCCO[C@H](CN(C)Cc2ccncc2)[C@H](C)CN([C@@H](C)CO)C(=O)c2cc(N(C)C)ccc2O1 | i
C/C=C/C1C2OC3=C(C(=O)OC3(C)O)C(=O)C1(C)C1CC(O)C(C)CC1C2O (stereo not given) | i
CCOc1ccccc1NC(=O)CSc1nc2sc(C)c(C)c2c(=O)n1-c1ccccc1 | i
Cc1noc(C)c1NC(=O)N(C)C[C@H]1Oc2c(NC(=O)NC3CCCCC3)cccc2C(=O)N([C@@H](C)CO)C[C@@H]1C | i
C[C@@H]1CCCCO[C@H](CN(C)S(=O)(=O)c2cccs2)[C@@H](C)CN([C@@H](C)CO)C(=O)c2cc(N(C)C)ccc2O1 | i
Cc1ccc(OC(=O)N(C)C[C@@H]2OCc3cn(nn3)CCCC(=O)N([C@H](C)CO)C[C@H]2C)cc1 | i
CC(=O)O[C@@](C)(C(=O)/C=C/C(C)(C)O)[C@H]1[C@H](O)C[C@@]2(C)[C@@H]3CC=C4[C@@H](C=C(O[C@@H]5O[C@H](CO)[C@@H](O)[C@H](O)[C@H]5O[C@@H]5O[C@@H](C)[C@H](O)[C@@H](O)[C@H]5O)C(=O)C4(C)C)[C@]3(C)C(=O)C[C@]12C | i
COc1ccc(CN(C)C[C@H]2Oc3c(NS(C)(=O)=O)cccc3C(=O)N([C@@H](C)CO)C[C@@H]2C)cc1 | i
Cc1noc(C)c1NC(=O)Nc1cccc2c1O[C@H](CN(C)C(=O)Nc1c(C)noc1C)[C@@H](C)CN([C@H](C)CO)C2=O | i
CNC[C@@H]1OCCCC[C@@H](C)Oc2ccc(NS(=O)(=O)c3cccs3)cc2C(=O)N([C@H](C)CO)C[C@@H]1C | i

A second format for two compounds above:
smiles	NFkB SMM
CNC[C@H]1OCCCC[C@@H](C)Oc2ccc(N)cc2C(=O)N([C@H](C)CO)C[C@@H]1C	i
CCOC(=O)C1=CC2(CC)CCCN3CCc4c(n1c1ccccc41)C32 (stereo not given)	i

Retrieved by structure from the list above, 5 records:
SMILES | NFkB SMM
CCOc1ccccc1NC(=O)CSc1nc2sc(C)c(C)c2c(=O)n1-c1ccccc1 | i
CCOc1ccc2nc(NS(=O)(=O)c3ccc(C)c([N+](=O)[O-])c3)sc2c1 | i
Cc1noc(C)c1S(=O)(=O)N(C)C[C@H]1Oc2ccc(NS(=O)(=O)c3cccs3)cc2C(=O)N([C@@H](C)CO)C[C@H]1C | i
C[C@@H]1CCCCO[C@H](CN(C)Cc2ccncc2)[C@H](C)CN([C@@H](C)CO)C(=O)c2cc(N(C)C)ccc2O1 | i
C[C@H](CO)N1C[C@H](C)[C@@H](CN(C)Cc2ccc(Cl)c(Cl)c2)Oc2ccc(NC(=O)C3CC3)cc2CC1=O | i
